Screens from PubChem BioAssay.
HP1b binding inh: HTS for Inhibitors of HP1-beta Chromodomain Interactions with Methylated Histone Tails. Chromobox protein homolog 1 (Homo sapiens), P83916. AlphaScreen HP1-beta / biotin-H3K9me3 peptide binding. Potency, µM (doses to about 114 µM), inactives show top-dose activity change, negative = inhibition, usual class: inhibitors. 0.56% of 390,000 active; further: nearly all actives have a fitted effect of over 70% in size; inactives centre near 23
Target sequence (P83916 whole entry, looked up): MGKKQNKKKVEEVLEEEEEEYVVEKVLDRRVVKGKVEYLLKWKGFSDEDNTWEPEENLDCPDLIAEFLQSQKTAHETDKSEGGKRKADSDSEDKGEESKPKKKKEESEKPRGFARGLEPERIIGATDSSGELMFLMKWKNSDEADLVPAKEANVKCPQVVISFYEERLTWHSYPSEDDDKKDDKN
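HP1-beta protein (50 nM final) preincubated 30 min at room temperature with biotinylated H3(1-18)K9me3 peptide (50 nM) in PBS pH 7.4, 0.01% Tween-20, then compound added for 30 min. AlphaScreen streptavidin donor/nickel chelate acceptor beads (10 ug/mL final), 30 min dark, luminescence read.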
JMJD2A Tudor: qHTS Assay for Inhibitors of JMJD2A-Tudor Domain. Lysine-specific demethylase 4A (Homo sapiens), O75164. AlphaScreen JMJD2A-Tudor / H3K4me3 peptide binding. Potency, µM (top dose mostly 114 µM), inactives show at the top dose activity change, negative = inhibition, usual class: inhibitors. 4.4% of 390,000 active. AID 504339, 2011; further: on the % scale 0 is the no-effect control and ±100 the full control effect; nearly all actives have a fitted effect of over 50% in size
Pol iota inh: qHTS for Inhibitors of Polymerase Iota; DNA polymerase iota (Homo sapiens), Q9UNA4; Pol iota fluorescent replication assay, 10 min; Potency, µM (titrated, usually from 115 µM), for inactives: at the highest dose activity, negative = inhibition, most hits filed as inhibitors; 1% of 390,000 active
Target sequence (Q9UNA4 whole entry, looked up): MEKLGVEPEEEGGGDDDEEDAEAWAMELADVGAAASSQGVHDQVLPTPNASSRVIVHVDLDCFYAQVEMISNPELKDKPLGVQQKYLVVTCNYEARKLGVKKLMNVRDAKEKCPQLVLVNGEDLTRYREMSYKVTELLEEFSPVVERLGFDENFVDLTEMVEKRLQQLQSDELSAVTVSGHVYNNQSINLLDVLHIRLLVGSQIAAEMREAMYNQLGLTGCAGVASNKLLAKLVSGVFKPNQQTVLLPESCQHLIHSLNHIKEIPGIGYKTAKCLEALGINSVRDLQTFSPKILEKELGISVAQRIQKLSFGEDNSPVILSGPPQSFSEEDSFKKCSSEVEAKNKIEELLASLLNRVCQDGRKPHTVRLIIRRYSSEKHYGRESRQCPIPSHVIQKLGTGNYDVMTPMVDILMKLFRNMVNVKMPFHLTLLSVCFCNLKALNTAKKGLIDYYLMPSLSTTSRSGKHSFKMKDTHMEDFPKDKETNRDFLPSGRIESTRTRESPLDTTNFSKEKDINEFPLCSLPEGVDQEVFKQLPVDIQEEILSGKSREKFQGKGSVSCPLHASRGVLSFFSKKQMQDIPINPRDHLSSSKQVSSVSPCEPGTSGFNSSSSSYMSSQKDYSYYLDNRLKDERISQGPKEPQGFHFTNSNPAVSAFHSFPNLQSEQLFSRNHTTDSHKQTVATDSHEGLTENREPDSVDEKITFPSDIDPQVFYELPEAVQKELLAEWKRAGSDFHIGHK
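Fluorescent replication assay read twice, at 0 min and 10 min after adding 50 nM (final) substrate. Enzyme (10 nM) and compounds were first incubated 15 min at room temperature; enzyme-free buffer wells were negative controls.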
BAZ2B inh: qHTS Assay for Inhibitors of BAZ2B; Bromodomain adjacent to zinc finger domain protein 2B (Homo sapiens), Q9UIF8; 4.4% of 360,000 active; Potency, µM (titrated, usually from 114 µM), without a hit: at the top dose activity change, negative = inhibition, hits mostly inhibitors; AlphaScreen BAZ2B-H3K14Ac peptide displacement; further: on the % scale 0 is the no-effect control and ±100 the full control effect; nearly all actives have a fitted effect of over 60% in size
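Complex of BAZ2B and biotin-H3K14Ac (50 nM apiece) forms over 30 min at RT, then faces library compounds up to 110 uM for another 30 min; AlphaScreen beads added, 20 min dark incubation, luminescence read.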
PGK inhibitor: qHTS Assay to Find Inhibitors of Phosphoglycerate Kinase; Phosphoglycerate kinase, glycosomal (Trypanosoma brucei brucei), P07378; PGK/GAPDH coupled, Kinase-Glo luminescence, 60 min; Potency, µM (top dose mostly 57.5 µM), for the others: at the top dose activity change, negative = inhibition, actives largely listed as inhibitors; 0.043% of 380,000 active; AID 602233, 2012; further: on the % scale 0 is the no-effect control and ±100 the full control effect; nearly all actives have a fitted effect of over 60% in size
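Luminescent ATP detection (Kinase-Glo Plus) follows a 60-minute room-temperature incubation, with wells lacking PGK as controls. Buffer: 100 mM TEA (pH 7.6), 5 mM MgCl2, 0.01% Tween-20. Coupling enzyme GAPDH (100 nM final) supplies unstable 1,3-BPG in-well.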
G9a inh: qHTS Assay for Inhibitors of Histone Lysine Methyltransferase G9a; G9a H3K9 monomethylation, AlphaScreen, 2 h; AID 504332, 2011; 8.8% of 350,000 active; Histone-lysine N-methyltransferase EHMT2 (Homo sapiens), Q96KQ7; Potency, µM (highest dose often 102 µM), inactives show at the highest dose activity, negative = inhibition, actives largely listed as inhibitors; further: on the % scale 0 is the no-effect control and ±100 the full control effect; nearly all actives have a fitted effect of over 75% in size
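Methyltransferase reactions run at room temperature for 2 h (20 nM enzyme, 500 nM biotin-H3K9 peptide, 20 uM SAM) after a 15 min compound preincubation; product detected by AlphaScreen beads and anti-H3K9me1 antibody.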
Pin1 inhibitor: qHTS Assay to Find Inhibitors of Pin1; Peptidyl-prolyl cis-trans isomerase NIMA-interacting 1 (Homo sapiens), Q13526; Pin1 FP peptide displacement, HiFluor488, 10 min; Potency, µM (top dose mostly 115 µM), for the others: at the top dose activity, negative = inhibition, hits mostly inhibitors; 0.009% of 390,000 active; AID 504891, 2011; active means well fitted inhibition curve with a large enough effect in the polarisation, with a control signal flat, not every such curve was filed as active; inconclusive means small, poorly fitted or top-dose-only effect, or effect the other way, or a change in a side signal; inactive means no such curve, though single readings can be large or run the other way; the % refers to the polarisation; further: on the % scale 0 is the no-effect control and ±100 the full control effect
Target sequence (Q13526 whole entry, looked up): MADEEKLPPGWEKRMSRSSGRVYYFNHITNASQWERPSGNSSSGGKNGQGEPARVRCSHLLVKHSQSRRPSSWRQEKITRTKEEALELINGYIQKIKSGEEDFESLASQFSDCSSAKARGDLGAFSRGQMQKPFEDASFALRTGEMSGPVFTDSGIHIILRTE
GLS inh: qHTS for Inhibitors of Glutaminase (GLS) | Potency, µM (top dose mostly 45.5 µM), for the others: top-dose activity change, negative = inhibition, hits mostly inhibitors | 0.21% of 410,000 active | GLS enzymatic activity, qHTS titration | AID 624170, 2012 | Glutaminase kidney isoform, mitochondrial (Homo sapiens), O94925; further: on the % scale 0 is the no-effect control and ±100 the full control effect
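Assay buffer: 45 mM KH2PO4 pH 8.2, 0.02% Tween-20. hKGA acts on L-glutamine (1 mM solution added); product glutamate is reported by an oxidase/peroxidase Amplex Red coupling, with fluorescence taken at baseline and 30 min.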
BLM inh: qHTS Assay for Inhibitors of Bloom's syndrome helicase (BLM); Potency, µM (top dose mostly 56.1 µM), for the others: at the highest dose activity change, negative = inhibition, most hits filed as inhibitors; AID 2528, 2010; 0.2% of 350,000 active; recombinant BLM DNA unwinding, fluorescence dequenching; RecQ-like DNA helicase BLM (Homo sapiens), P54132;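 further: plate controls were vehicle for no effect and no enzyme for full effect; nearly all actives have a fitted effect of over 35% in size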
* hit, by the source's call; i = inactive; ? = inconclusive; · = no result given; & = joins results of further samples; [ ] = dose if it differs, or a comment. Unless noted, the call rests on the fitted dose curve; in most records, active means well fitted curve in the direction sought with a large enough effect; inconclusive means small, poorly fitted or top-dose-only effect, or another doubt; inactive means no such curve, though single readings can be large; an effect the other way counts as inactive or inconclusive. Potency means the concentration at half of the fitted maximal effect. Some of the compounds tested, so the mix of outcomes need not match the whole.

SMILES	HP1b binding inh	JMJD2A Tudor	Pol iota inh	BAZ2B inh	PGK inhibitor	G9a inh	Pin1 inhibitor	GLS inh	BLM inh
CCCCC(CC)C(=O)Nc1ccc(S(=O)(=O)Nc2nccs2)cc1 (stereo not given)	1%	-15%	?	-28%	-16%	?	-3%	13%	-2%
CCOC(=O)C1=NNC(=O)C1	31%	-5%	73%[activator]	·	4%	·	-7%	-8%	·
O=C(CSc1n[nH]c(-c2cccs2)n1)N1CCOCC1	52%[activator]	-8%	14%	·	i	·	-1%	-8%	·
CCO[C@H]1OC(C(=O)N2CCN(C)CC2)=C[C@@H](c2coc3ccccc3c2=O)[C@@H]1CCCO	44%[activator]	-10%	22%	0%	7%	11%[59 µM]	4%	-4%	-2%
Cc1[nH]n2c(=O)cc(-c3ccccc3Cl)nc2c1-c1ccccc1	25%	-28%	-16%	-34%	i	31%[59 µM]	-2%	10%	-4%
CCOc1nc(NCCN2CCOCC2)nc(Nc2ccc([N+](=O)[O-])cc2)n1	7%	-27%	6%	-10%	-10%	?	3%	0%	2%
Cc1ccc(C)c(NC(=O)CSc2nnc(-c3ccccc3)o2)c1	43%[activator]	-18%	-6%	3%	-5%	-44%[59 µM]	-1%	3%	-2%
CC(C)=CCN1CCN(Cc2ccc(Oc3ncccn3)cc2)CC1CCO (stereo not given)	21%	-13%	?	-22%	1%	6%	-2%	-2%	-1%
CCOC(=O)c1ccccc1NC(=O)/C=C/C(=O)O	46%[activator]	-2%	28%	3%	13%	?	-1%	-1%	-5%
Cc1cccc(CC(=O)N2CCN(C(=O)c3ccco3)CC2)c1	48%	-14%	2%	-4%	i	-3%	-11%	-8%	-2%
O=C(CN1CCOCC1)Nc1ncccn1	18%	-24%	10%	8%	-2%	?	0%	3%	-1%
NC1=NC(=O)/C(=C/c2ccc(-c3ccc(S(N)(=O)=O)cc3)o2)S1	106%[activator]	?	45µM*	-35%	-12%	?	?	-4%	?
O=C(Oc1ccc(-c2cnc3ccccc3n2)cc1)c1ccc(Br)o1	16%	-23%	?	7%	·	?	12%	-4%	-6%
COc1cccc(N2CC(=O)N(NC(=O)c3sc4nc(C)cc(C)c4c3N)CC2=O)c1	9%	-4%	200%[activator]	-1%	1%	·	-1%	4%	-6%
CCN(C(=O)CSc1nnc(-c2ccco2)n1CC)c1c(N)n(Cc2ccccc2)c(=O)[nH]c1=O	27%	-4%	-5%	-3%	-2%	?	3%	3%	·
Cc1cc(NC(=O)CSc2nnc(NCc3ccco3)s2)no1	22%	-14%	-25%	5%	0%	-7%[59 µM]	8%	-3%	·
COc1ccc(CCC(=O)NCc2ccc3c(c2)CCN3C(=O)c2cccc(C)c2)cc1	24%	-26%	-5%	-16%	0%	-2%[59 µM]	4%	-2%	-4%
O=C1NC(NS(=O)(=O)c2ccc(Cl)cc2)(C(F)(F)F)C(=O)N1CCc1ccccc1 (stereo not given)	6%	-9%[11.4 µM]	-9%	20%	-2%	60%[activator][12.7 µM]	-3%	-9%	4%
CCCn1c2ccc(F)cc2c2nnc(NN)nc21	16%	-29%	33%[activator]	-28%	-4%	50µM*	1%	10%	-2%
O=C(NC1CCCCCCC1)C1c2ccccc2C(=O)N1Cc1cccs1 (stereo not given)	33%	-15%	3%	4%	-1%	8%[59 µM]	5%	7%	-1%

Sorted by heavy-atom count (highest first): part of the list above.
SMILES	HP1b binding inh	JMJD2A Tudor	Pol iota inh	BAZ2B inh	PGK inhibitor	G9a inh	Pin1 inhibitor	GLS inh	BLM inh
COc1cccc(N2CC(=O)N(NC(=O)c3sc4nc(C)cc(C)c4c3N)CC2=O)c1	9%	-4%	200%[activator]	-1%	1%	·	-1%	4%	-6%
O=C(NC1CCCCCCC1)C1c2ccccc2C(=O)N1Cc1cccs1 (stereo not given)	33%	-15%	3%	4%	-1%	8%[59 µM]	5%	7%	-1%
Cc1cc(NC(=O)CSc2nnc(NCc3ccco3)s2)no1	22%	-14%	-25%	5%	0%	-7%[59 µM]	8%	-3%	·

Further compounds.
SMILES	HP1b binding inh	JMJD2A Tudor	Pol iota inh	BAZ2B inh	PGK inhibitor	G9a inh	Pin1 inhibitor	GLS inh	BLM inh
Cc1ccccc1N1CCN(C2CCCN(C(=O)c3csc(C(C)C)n3)C2)CC1 (stereo not given)	9%	-11%	33%[activator]	-19%	-18%	17%	6%	13%	-7%
O=C(c1ccccc1)N1CCCCC1CCN1CCCCC1 (stereo not given)	35%	-10%	7%	-2%	1%	-20%[59 µM]	-13%	0%	3%
CCN(CC)C(=O)C1CCCN(Cc2ccc(N(C)C)cc2)C1 (stereo not given)	?	45µM*	1%	32µM*	i	14µM*	-8%	16%	-2%
CSc1ccc(S(=O)(=O)NCC(=O)OCC(=O)NC2(C#N)CCCCC2)cc1[N+](=O)[O-]	7%	?	3%	-18%	i	?	-9%	-9%	·
Cc1ccc(CNC(=O)C2CCC(=O)N2Cc2ccc(C)cc2)cc1 (stereo not given)	23%	-12%	?	-5%	-8%	22%	0%	0%	-5%
COc1ccc(Br)cc1/C=C\C(=O)NCc1cccnc1	44%[activator]	-3%	-10%	-11%	i	2%	-7%	-13%	-6%
CN(C)/C=C1\C(=O)N(C)N=C1C(F)(F)F	30%	-6%	3%	-10%	0%	?	2%	-3%	-1%
O=C(Nc1ccccc1Oc1cccnc1)C1CCCN(C/C=C/c2ccc(F)cc2)C1 (stereo not given)	4%	-28%	17%	-22%	-4%	-15%	-6%	10%	-2%
CC(=O)Nc1ccc(S(=O)(=O)NNC(=O)c2cc3c4ccccc4n(C)c3s2)cc1	36%[activator]	-3%	7%	-3%	-8%	10%	4%	20%	-1%
COc1cc(SC)ccc1C(=O)Nc1ccc2c(c1)OCO2	13%	-15%	-4%	?	6%	?	7%	5%	-5%
Cc1ccc(NC(=O)C2CCN(S(=O)(=O)c3ccccc3)CC2)cc1	14%	-2%	-2%	-16%	-8%	?	-10%	0%	-4%
C=CCC[C@H](Cc1ccc(F)cc1)C(=O)OC[C@H]1CCCN1C(=O)[C@@H](CC=C)CC(=O)NCCO	70%[activator]	-6%	11%	·	i	·	6%	-6%	·
O=C(CCNS(=O)(=O)c1ccc(Br)cc1)NCC1CCCO1 (stereo not given)	13%	-11%	6%	-5%	i	6%[59 µM]	-10%	8%	·
COc1ccc(-n2c(COc3cccc4ccccc34)nnc2SCC#N)cc1	-30%	-2%[11.4 µM]	?	1%	1%	1%[59 µM]	0%	-9%	-8%
CCCCNC(=O)Nc1nc(SCC(=O)OCC)n[nH]1	21%	-14%	24%	-16%	-1%	·	1%	6%	-3%
CCOC(=O)CCCC(=O)Nc1ncnc2c1C(c1ccccc1)c1c(ccc3ccccc13)O2 (stereo not given)	51%[activator]	-19%&-32%	21%	·	-5%	·	?	0%	·
Cc1cc(Nc2ccccc2O)nc(C)n1	18%	-17%	1%	-12%	-1%	-11%[59 µM]	3%	27%	4%
CCSc1ncc(Cl)c(C(=O)Nc2nnc(CC)s2)n1	42%[activator]	-20%	-10%	-9%	5%	?	-13%	-1%	1%
Cc1oc(-c2ccc(Cl)cc2)nc1CN1CCC(C(=O)N2CCc3ccccc3C2)CC1	4%	-33%	19%	-25%	4%	?	-1%	4%	-4%
COc1cc(C2C(C(N)=O)=C(C)Nc3nc(CCCO)nn32)cc(OC)c1OC (stereo not given)	39%[activator]	-14%	-2%	-5%	-7%	-1%	-3%	12%	2%
Cc1ccc(S(=O)(=O)c2c(Nc3cc(F)ccc3F)sc(C(=O)c3ccc(F)cc3)c2N)cc1	26%	-19%	4%	-18%	8%	-6%[59 µM]	?	-1%	-13%
O=C(Cn1nnc(-c2ccc(CN3CCOCC3)cc2)n1)N(c1ccccc1)c1ccccc1	-8%	-28%	18%	-19%	-7%	?	-1%	1%	-5%
O=C(COc1ccccc1[N+](=O)[O-])NCC1(N2CCCCC2)CCCCC1	4%	-21%	3%	-4%	-1%	-5%[12.7 µM]	-1%	8%	·
O=C(O)CSc1nnc(-c2ccc(Cl)cc2Cl)n1-c1ccc(Cl)cc1	32%	-17%	38%[activator]	-15%	-10%	13%[0.501 µM]	-1%	2%	-2%
Cc1cc(C(=O)N/N=C/c2ccc(-c3cccc(Br)c3)o2)n[nH]1	43%[activator]	-9%	32%	-14%	7%	1%	1%	-3%	-6%
COc1ccc(/C=C/C(=O)NC(C)(C)C)cc1S(=O)(=O)N1CCOCC1	31%	-7%	9%	7%	i	-10%	-1%	-7%	0%
O=[N+]([O-])c1ccc(N2CCN(c3nc(-c4ccc(Cl)cc4)cs3)CC2)cc1	7%	-19%	2%	-3%	5%	-12%	4%	15%	-5%
C=CCNC(=O)C(C)N1C(=O)c2ccccc2C1=O (stereo not given)	26%	-7%	26%	12%	0%	-30%[59 µM]	-1%	7%	-2%
O=C(NCc1ccccc1)c1ccc(CSc2ccccc2)o1	62%[activator]	7%	13%	0%	i	2%	-2%	3%	-6%
COc1ccc(NS(=O)(=O)c2cccc(C(=O)NNC(=O)NCCCl)c2)cc1	21%	-26%	130%[activator]	-50%	8%	50µM*	1%	-12%	-2%
CSc1ccccc1OCc1cc(C(=O)NC2CCOC2)no1 (stereo not given)	46%[activator]	-14%	47%	-18%	-8%	10%	-2%	4%	-4%
O=C(O)[C@H]1CCCC[C@H]1C(=O)Nc1ccc(S(=O)(=O)N2CCOCC2)cc1	16%	15%	62%[activator]	-17%	-6%	-8%	2%	17%	-3%
